# RXFP1 agonist: RXFP1 (human) receptor agonism | Potency, µM (highest dose often 57.5 µM), without a hit: at the top dose activation, usual class: activators | HEK293T-RXFP1 cAMP TR-FRET, 30 min; response scale: percent of porcine relaxin response, buffer zero | hit rate 0.3% among 370,000 | AID 2676 | Q9HBX9; active = well fitted activation curve with a large enough effect; note: potency is the fitted concentration of half-maximal effect; % is set by controls: 0 for no effect and ±100 for the full control effect; nearly all actives have a fitted effect of over 60% in size; many of its hits are not listed in these tables
#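 cAMP rise read by TR-FRET after 30 min, 37C compound exposure (up to 58 uM) in RXFP1-transfected HEK293 cells with Ro 20174 present. EC50 from Hill-equation fits, with 29 nM porcine relaxin as 100% and buffer as basal.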
# D1 PAM: enhances dopamine response at the human D1 receptor; P21728; HEK293 TREx D1 cells, calcium flux, dopamine EC20 potentiation; potentiation, % at 10 µM; hit rate 0.036% among 360,000; in the data active = potentiation above about 30%; note: 0% is about no effect
# Target sequence (P21728 whole entry, looked up): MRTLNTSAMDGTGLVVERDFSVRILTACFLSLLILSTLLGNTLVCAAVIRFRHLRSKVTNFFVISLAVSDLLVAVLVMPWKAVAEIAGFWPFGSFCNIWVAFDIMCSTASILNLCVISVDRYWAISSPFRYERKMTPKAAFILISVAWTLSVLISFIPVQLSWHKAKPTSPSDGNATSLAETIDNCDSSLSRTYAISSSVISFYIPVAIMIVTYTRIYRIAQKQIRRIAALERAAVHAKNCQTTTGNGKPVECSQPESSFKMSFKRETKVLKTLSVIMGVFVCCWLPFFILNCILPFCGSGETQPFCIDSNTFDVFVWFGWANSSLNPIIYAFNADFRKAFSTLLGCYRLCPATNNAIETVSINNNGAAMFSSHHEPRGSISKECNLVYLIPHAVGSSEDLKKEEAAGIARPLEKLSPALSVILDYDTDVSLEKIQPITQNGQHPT
# D2 agonist: D2 dopamine receptor (human) agonism; HEK293 T-REx D2 cells, calcium flux agonist mode; AID 485358; hit rate 0.53% among 340,000; activation, % at 2 µM; P14416;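 active = activation over 3 SD above normal in the single-dose calcium agonist read, cut at about 30% in these data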; note: 0% is about no effect
#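 In this primary screen, compounds producing a positive calcium signal within 180 s of addition to tetracycline-induced, force-coupled HEK293 Trex D2 cells are flagged; cells are dye-loaded with a no-wash calcium kit beforehand.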
# D1 antag: blocks dopamine activation of the human D1 receptor | HEK293 TREx D1 cells, calcium flux, dopamine EC80; active compounds read low | activity change, negative = inhibition, % at 10 µM | hit rate 3.2% among 360,000 | AID 504652; in the data active = activity change below about -30%; note: % is set by controls: 0 for no effect and ±100 for the full control effect
#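 Allosteric or orthosteric antagonism assessed as attenuation of the calcium response to EC80 dopamine, added 180 s after compound, in induced HEK293 Trex D1 cells loaded with no-wash calcium dye.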
# D1 agonist: activates the human D1 dopamine receptor; HEK293 T-REx D1 cells, calcium flux, agonist mode; activation, % at 2 µM; hit rate 1% among 360,000; AID 504660; in the data active = activation above about 30%; note: 0% is about no effect
#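 Inducible HEK293 T-REx D1 cells, force-coupled to calcium signalling, were plated at 4000 cells/well with tetracycline and held overnight at 30 C. After no-wash calcium dye loading, compound-evoked calcium rise over 180 s flagged agonists.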
# TRHR enhancer: allosterically enhances the human TRH receptor; P34981; hit rate 0.66% among 360,000; enhancement, % at 2 µM; AID 493056; TRHR cells, fluo-8 calcium fluorescence, EC20 TRH enhancement; in the data active = enhancement above about 30%; note: 0% is about no effect
# Target sequence (P34981 whole entry, looked up): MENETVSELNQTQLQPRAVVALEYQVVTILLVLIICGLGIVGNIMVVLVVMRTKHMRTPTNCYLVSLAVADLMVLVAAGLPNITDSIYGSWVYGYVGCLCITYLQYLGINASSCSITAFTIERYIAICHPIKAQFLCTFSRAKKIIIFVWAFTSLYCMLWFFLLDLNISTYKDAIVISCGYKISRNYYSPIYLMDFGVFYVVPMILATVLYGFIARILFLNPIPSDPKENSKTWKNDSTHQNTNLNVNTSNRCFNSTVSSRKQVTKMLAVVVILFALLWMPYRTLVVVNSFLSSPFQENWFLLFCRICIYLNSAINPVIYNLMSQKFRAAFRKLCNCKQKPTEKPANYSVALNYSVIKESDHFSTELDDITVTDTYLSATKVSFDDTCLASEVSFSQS
#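 TRHR-expressing cells loaded with fluo-8 calcium dye were read kinetically (ex 480/em 530) during compound addition, then stimulated with an EC20 of TRH (10 nM final). Enhancement of the Gq-mediated intracellular calcium response was scored.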
# RXFP1 antagonist: antagonists of human relaxin receptor RXFP1; Q9HBX9; HEK293-RXFP1, relaxin-stimulated cAMP HTRF, 30 min; active compounds read low; activity change, negative = inhibition, % at 57.5 µM; hit rate 0.59% among 350,000;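 active = activity change of -60% or lower, but not beyond a set lower limit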; note: % is set by controls: 0 for no effect and ±100 for the full control effect
# D2 potentiator: D2 dopamine receptor (human) potentiation; hit rate 0.34% among 340,000; P14416; HEK293 T-REx D2, calcium flux, EC20 dopamine potentiation; potentiation, % at 10 µM; AID 485347;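 active = potentiation over 3 SD above the plate norm, cut at about 30% in these data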; note: 0% is about no effect
#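 Potentiation of an EC20 dopamine calcium response is measured in a force-coupled, tetracycline-inducible Hek293 Trex D2 line. Compound-only kinetic reads over 180 s flag agonists before dopamine addition.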
# D2 antag: antagonizes the human D2 dopamine receptor; P14416; HEK293 TREx D2 cells, calcium flux, dopamine EC80; inhibition, % at 10 µM; hit rate 2% among 340,000; in the data active = inhibition above about 30%; note: 0% is about no effect
#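 Calcium mobilization kinetics were recorded at 1 s intervals in tetracycline-induced HEK293 T-REx D2 cells, first for 180 s after compound addition and then 180 s after EC80 dopamine.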
# * = called active by the depositor; . = not tested or not shown. A portion of the library; count on the stated rates, not on these rows.
SMILES,RXFP1 agonist,D1 PAM,D2 agonist,D1 antag,D1 agonist,TRHR enhancer,RXFP1 antagonist,D2 potentiator,D2 antag
CC(=O)N=C(N)Sc1nc2ccccc2[nH]1,2.2%,0,0.3,-3,4,-6,0,-11,21
CC(=O)Nc1ccc(OCC(=O)NCc2ccc3c(c2)OCO3)cc1,-1.0%,0,.,3,5,0,-4,7,.
Cc1occc1C(=O)Nc1sc2c(c1C(N)=O)CCCCC2,-0.1%,4,0.0,-18,4,-4,0,1,2
COc1ccccc1CNC(=O)c1ccc2c(=O)n(CCCN3CCCC3=O)c(=S)[nH]c2c1,9.9%,-7,-0.4,-14,3,-2,-65*,0,-5
CC(C)c1ccc(N(CC(=O)Nc2ccc(S(=O)(=O)N3CCOCC3)cc2)S(C)(=O)=O)cc1,-0.7%,-7,2.3,2,3,7,-8,12,1
C=CCNC(=O)N1CCCC(N2CCN(c3ccccc3OC)CC2)C1 (stereo not drawn),1.0%,-8,2.8,47,-2,2,2,-8,3
COc1ccc2c(CNCc3cccs3)c(C(=O)O)n(Cc3ccccc3C)c2c1,1.2%,6,1.6,8,1,4,-18,-15,.
Cc1cccc(CSCCNC(=O)c2ccc(N(C)S(=O)(=O)c3ccccc3)cc2)c1,-5.3%,5,-0.2,4,9,-5,1,-19,-3
Cc1ccccc1C(=O)N1CC(=O)Nc2ccc(Cl)cc2C1c1ccccc1 (stereo not drawn),-2.1%,2,-0.5,6,1,2,-13,-4,.
CN1C=C/C(=C\c2cc[n+](C)c3ccccc23)c2ccccc21,-15%,-4,-0.5,0,0,3,-13,.,-4
CCOC(=O)N1CCN(c2nc3ccccc3nc2C(C#N)S(=O)(=O)c2ccc(C)cc2)CC1 (stereo not drawn),2.6%,-9,0.5,-12,1,-3,-4,16,-8
O=C(CSc1ncccn1)NC(=O)NCc1ccco1,3.0%,-5,1.2,-11,2,1,4,0,6
COc1cccc(OCCCN2CCN(S(=O)(=O)c3ccc(NC(C)=O)cc3)CC2)c1,1.0%,-7,-0.5,-16,13,-3,-6,-6,-24
COc1cc(OC)cc(-c2nnc(SCC(=O)N3CCCCC3)o2)c1,2.2%,-1,.,-4,-1,-1,-1,.,.
O=C(CN1CCN(CC(=O)Nc2ccccc2C(F)(F)F)CC1)Nc1ccccc1F,0.4%,-7,0.4,-19,4,-2,-5,-1,22
O=C1C(Cc2ccc3[nH]ccc3c2)NC(=S)N1c1ccccc1 (stereo not drawn),-0.7%,4,0.2,-15,4,-5,-24,-3,-9
COc1ccc(S(=O)(=O)Cc2ccc(C(=O)NCCc3ccc(S(N)(=O)=O)cc3)o2)cc1,1.0%,1,1.0,-35*,2,-2,-6,-8,-1
CCOC(=O)C1CCCN(C(=O)COc2ccc(N(C)S(=O)(=O)c3ccc(F)cc3)cc2)C1 (stereo not drawn),4.4%,-2,0.6,-22,2,-2,3,-7,4
Cc1cccc(OCCCn2c(CCNC(=O)C3CCCCC3)nc3ccccc32)c1,-1.4%,4,-0.9,3,-1,-3,-16,-15,.
Cn1c(NNC(=O)c2ccc(C(C)(C)C)cc2)cc(=O)n(C)c1=O,0.0%,1,-0.6,2,3,-4,17,-5,-1

# 3 entries from above, ordered by the value under RXFP1 antagonist, highest first.
molecule | RXFP1 agonist | D1 PAM | D1 antag | D1 agonist | TRHR enhancer | RXFP1 antagonist | D2 potentiator | D2 antag
Cc1occc1C(=O)Nc1sc2c(c1C(N)=O)CCCCC2 | -0.1% | 4 | -18 | 4 | -4 | 0 | 1 | 2
CN1C=C/C(=C\c2cc[n+](C)c3ccccc23)c2ccccc21 | -15% | -4 | 0 | 0 | 3 | -13 | . | -4
COc1ccccc1CNC(=O)c1ccc2c(=O)n(CCCN3CCCC3=O)c(=S)[nH]c2c1 | 9.9% | -7 | -14 | 3 | -2 | -65* | 0 | -5

# (continued)
SMILES,RXFP1 agonist,D1 PAM,D2 agonist,D1 antag,D1 agonist,TRHR enhancer,RXFP1 antagonist,D2 potentiator,D2 antag
CC(C)C(=O)N1CCN(c2ccc(NC(=O)c3ccc([N+](=O)[O-])o3)cc2Cl)CC1,5.4%,-4,-1.3,-41*,13,-5,-21,9,24
CCN(CC)C(=O)c1ccc(S(=O)(=O)Cc2ccc(C)cc2)c([N+](=O)[O-])c1,-2.7%,-9,1.0,-16,9,-2,-3,-2,-4
CCOc1ccc(CNC(=O)C2Cc3cc(S(=O)(=O)N4CCCCCC4)ccc3N2C(C)=O)cc1 (stereo not drawn),-1.3%,0,0.0,5,0,-5,.,-1,.
Cc1ccc2cccc(OCC(=O)Nc3ccc(N4CCOCC4)cc3)c2n1,-1.8%,3,0.5,-6,3,5,4,1,-23
Cc1ccccc1S(=O)(=O)Cc1ccc(C(=O)NC2CCCCC2C)o1 (stereo not drawn),-2.6%,-6,-0.8,-17,1,-2,37,-2,-3
O=C(Nc1cc(=O)[nH]c2nc(-c3ccccc3)nn12)c1ccccc1Cl,-0.7%,16,-1.2,-6,1,2,-37,2,-1
Cc1ccc(NC(=O)C2CCC2)cc1S(=O)(=O)N1CCCCCC1,-1.1%,1,1.2,-6,6,-6,-5,-2,7
Cc1ccc(NC(=O)CN2C(=O)COc3ccc(S(=O)(=O)NC4CCCC4)cc32)cc1Cl,1.8%,4,0.7,-4,3,1,-6,-14,.
CCCCN(C(=S)SC)C1CCS(=O)(=O)C1 (stereo not drawn),0.1%,-4,0.3,-5,4,0,4,4,2
CCCn1c(NC(=O)CCNC(=O)c2ccccc2Cl)nc2ccccc21,-1.0%,1,0.1,-4,2,-9,0,9,20
CCc1ccc(-c2ccc3nnc(SC)n3n2)cc1,4.9%,-5,-0.9,4,4,4,5,5,-21
CC1=C(C(=O)Nc2ccccc2)C(c2cccnc2)n2nc(SCc3ccccc3Cl)nc2N1 (stereo not drawn),-0.2%,-1,0.4,-35*,-1,-4,.,-2,.
Cc1ccc(OCCC(=O)Nc2c(C)n(C)n(-c3ccccc3)c2=O)cc1,0.5%,1,0.1,3,1,-9,-7,.,-25
COC(=O)c1cc(OC)c(OC)cc1-n1cnc2cc(OC)c(OC)cc2c1=O,2.5%,-1,0.5,9,2,-6,-13,-7,18
O=C(NCc1cccs1)C1CC(=O)N(c2ccc(F)cc2)C1 (stereo not drawn),1.7%,1,0.8,-2,1,0,10,6,0
O=C1NC(c2ccccc2)=C(c2ccc3ccccc3n2)C(c2ccccc2)N1 (stereo not drawn),1.3%,3,2.1,15,-1,-2,-22,14,-4
COc1cc(Br)ccc1C1C(C(=O)Nc2ccc(C)cc2C)=C(C)Nc2nnnn21 (stereo not drawn),1.7%,2,-0.4,22,0,11,-22,20,.
COCCN(C(=O)COC(=O)CCC(=O)c1cccs1)c1c(N)n(Cc2ccccc2)c(=O)[nH]c1=O,1.8%,-9,-0.2,-2,2,-2,-12,-9,-1
COc1ccc(OC)c(C(=O)c2coc3ccc(OC(C)=O)cc23)c1,2.3%,-7,-1.1,5,4,17,-4,11,-3
COc1ccc(-c2nc(Cn3c(SCc4ccccc4F)nc4ccncc43)c(C)o2)cc1,8.5%,.,1.6,6,12,-6,4,6,5
CCCCNC(=S)N/N=C/c1ccc(C)s1,0.2%,-7,-1.1,4,1,8,-29,2,-24
O=C(CSc1nnc(-c2cccs2)n1Cc1ccco1)Nc1ccc2c(c1)OCO2,2.4%,7,-0.2,-13,0,28,-9,0,19
CCOc1ccccc1N1CCN(C(=O)c2c(C)noc2C)CC1,1.3%,-4,0.1,8,5,4,-16,-7,9
O=C(NCCNc1ccc(Cl)cc1[N+](=O)[O-])c1ccccc1F,3.0%,-10,0.4,3,2,8,2,-13,-2
O=C(C1CCC1)N1CCc2cc(S(=O)(=O)NCc3cccnc3)ccc21,2.0%,-3,-1.7,6,2,3,9,11,-10
CC1(C)CC(=O)C2=C(C1)Nc1ccccc1N1C(=O)c3ccccc3C21 (stereo not drawn),2.1%,-2,-2.1,-42*,5,-6,-4,-11,-3
CCN(CC)C(=O)Cn1cc(S(=O)(=O)CC(=O)NCc2ccc(F)cc2)c2ccccc21,-1.9%,-3,0.3,-16,3,-1,-19,-1,-3
COc1ccc(CCC(=O)NNC(=O)c2cc(Cl)ccc2OC)cc1,4.0%,-2,-0.3,0,3,7,-9,0,19
COc1ccc2nc(SC(C)C(=O)NC3CCCC3)[nH]c2c1 (stereo not drawn),0.1%,-3,-0.3,-17,3,7,15,9,-5
CCOC(=O)N1CCC(N2CCN(C3CCCC3)C(CCO)C2)CC1 (stereo not drawn),1.6%,2,-0.4,8,2,-3,2,-3,-15

# The closing two compounds of the section above are carried over, then new ones follow:
SMILES,RXFP1 agonist,D1 PAM,D2 agonist,D1 antag,D1 agonist,TRHR enhancer,RXFP1 antagonist,D2 potentiator,D2 antag
COc1ccc2nc(SC(C)C(=O)NC3CCCC3)[nH]c2c1 (stereo not drawn),0.1%,-3,-0.3,-17,3,7,15,9,-5
CCOC(=O)N1CCC(N2CCN(C3CCCC3)C(CCO)C2)CC1 (stereo not drawn),1.6%,2,-0.4,8,2,-3,2,-3,-15
CCOC(=O)C1(Cc2ccc(OC)cc2)CCN(C(=O)CN2CCN(CC)CC2)CC1,1.0%,8,1.0,-8,7,2,-5,10,12
Cc1cc(C)c(Cc2c(C)nc3c(C(=O)NCc4ccco4)cnn3c2C)c(C)c1,0.4%,-2,0.5,0,5,9,-19,-5,-2
COc1cc(NC(=O)COc2ccc3c(C)cc(=O)oc3c2C)cc(OC)c1OC,1.3%,-4,0.4,-19,3,11,14,16,5
Cn1c(=O)n(C)c2cc(N3CCOCC3)c(NC(=O)c3ccc(C(C)(C)C)cc3)cc21,-4.9%,-1,1.0,3,1,2,3,2,.
Cc1ccc(NC(=O)/C(=C/c2cccc([N+](=O)[O-])c2)NC(=O)C2CCCCC2)c(C)c1,3.0%,-7,-0.4,-8,2,5,-2,15,-7
O=C(NCc1ccccn1)C1CC(c2ccc(F)cc2)=NO1 (stereo not drawn),1.8%,2,-0.4,4,1,1,-5,13,-5
COc1cccc(O)c1CN1CCC(C(=O)Nc2ccc(Oc3cccnc3)cc2)CC1,1.0%,-6,0.5,-10,24,-3,-13,-4,10
CN(c1ccccc1)S(=O)(=O)c1cccc(NC(=O)CSc2nncn2C)c1,3.6%,-10,-0.9,1,2,-6,4,-3,5
Cn1c(CSCc2ccc(Cl)c(Cl)c2)n[nH]c1=S,-0.2%,-6,-0.5,-21,12,0,-6,0,16
Cc1ccc2nc(Nc3ccccc3)cc(C)c2c1,-0.4%,0,1.3,4,4,-4,-22,10,-17
CCc1nnc(NC(=O)CSc2nc3c([nH]c4ccccc43)c(=O)n2-c2ccc(Cl)cc2)s1,6.1%,-6,0.9,-12,1,-3,.,-1,.
COc1ccc(/C=C(\C#N)C(=O)Nc2cccc3ncccc23)cc1OC,-3.2%,-5,-0.5,-17,3,4,-17,23,-6
COc1ccc(CCNC(=O)CCC(=O)Nc2ccccc2[N+](=O)[O-])cc1OC,0.6%,-6,0.4,-5,1,0,1,-14,-22
COc1ccc(-c2cc(C(=O)NCc3ccccc3)c3c(-c4ccccc4)[nH]nc3n2)cc1,7.2%,-2,0.6,-14,2,-1,.,-5,.

# Source: PubChem (National Center for Advancing Translational Sciences (NCATS))
